# FBA Mtb inh – Mtb fructose-bisphosphate aldolase inhibition; purified M. tuberculosis FBA, fluorescence read-out; P9WQA3; 360,000 tested, 2.3% active; inhibition, % at 1 µM; AID 588726; in the data active = inhibition above about 27%;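 also: 0% = vehicle and 100% = reference inhibitor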
# Target sequence (P9WQA3 whole entry, looked up): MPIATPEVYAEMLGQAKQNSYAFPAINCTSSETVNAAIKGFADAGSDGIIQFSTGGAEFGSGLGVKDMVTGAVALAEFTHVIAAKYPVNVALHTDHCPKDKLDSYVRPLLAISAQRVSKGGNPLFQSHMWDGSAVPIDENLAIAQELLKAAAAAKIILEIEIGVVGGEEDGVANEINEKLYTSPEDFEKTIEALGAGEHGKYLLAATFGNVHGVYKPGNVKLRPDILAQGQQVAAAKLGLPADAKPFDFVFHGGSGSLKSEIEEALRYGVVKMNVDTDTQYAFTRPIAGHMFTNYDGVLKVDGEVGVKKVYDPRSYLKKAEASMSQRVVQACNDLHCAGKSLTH
# Vc quorum ag – induces V. cholerae light production without autoinducers | V. cholerae BH1578 lux reporter, luminescence, 6 h | activation, % at 18.7 µM | 350,000 tested, 0.16% active; in the data active = activation mostly above about 9.7%, no sharp cut-off; inconclusive = no clear call, values can overlap the other calls; inactive = mostly below about 3.7%; also: not every result past the cut was called active; inactives centre near 0; reference of the scale not given here
# Y pestis TopoI – inhibitors of Yersinia pestis topoisomerase I | Y. pestis Topo-I cleavage product accumulation, plate reader | activity, % at 10 µM | 360,000 tested, 0.064% active; in the data active = activity above about 50%, passing the limit was not always enough; inconclusive = no clear call, values can overlap the other calls; also: inactives centre near 2
# UGM FP inh – Mtb UDP-galactopyranose mutase inhibition; purified UGM, fluorescence polarization probe displacement; AID 504406; 320,000 tested, 0.06% active; inhibition, % at 10 µM; P9WIQ1; in the data active = inhibition above about 10%, passing the limit was not always enough; inconclusive = no clear call, values can overlap the other calls
# Target sequence (P9WIQ1 whole entry, looked up): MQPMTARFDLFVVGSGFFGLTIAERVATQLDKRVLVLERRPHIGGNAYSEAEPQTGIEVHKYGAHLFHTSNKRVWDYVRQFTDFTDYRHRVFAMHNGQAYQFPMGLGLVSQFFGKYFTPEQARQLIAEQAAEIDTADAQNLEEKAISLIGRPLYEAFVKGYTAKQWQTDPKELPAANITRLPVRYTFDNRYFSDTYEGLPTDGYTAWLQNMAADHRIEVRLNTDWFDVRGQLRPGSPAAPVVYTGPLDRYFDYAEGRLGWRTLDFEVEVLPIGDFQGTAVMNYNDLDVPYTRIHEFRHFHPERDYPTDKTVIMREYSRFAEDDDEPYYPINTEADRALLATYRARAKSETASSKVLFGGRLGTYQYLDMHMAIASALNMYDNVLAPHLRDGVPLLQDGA
# TcdB GH inh – TcdB glycohydrolase inhibition; P18177; TcdB glycohydrolase enzymatic assay, plate reader; inhibition, % at 9.99 µM; 350,000 tested, 0.24% active; AID 652162; in the data active = inhibition above about 10%
# Mtb BioA inh – inhibitors of Mycobacterium tuberculosis BioA enzyme; purified M. tuberculosis BioA enzyme, plate reader; inhibition, % at 9.99 µM; 360,000 tested, 0.096% active; in the data active = inhibition above about 40%; inconclusive = no clear call, values can overlap the other calls
# GDH-TPI inh – counter-screen for M. tuberculosis FBA inhibitors: GDH-TPI coupled enzymes | GDH-TPI coupled enzyme counterscreen, NADH absorbance | inhibition, % at 4.8 µM | 360,000 tested, 1.2% active; in the data active = inhibition above about 30%;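 also: 0% = DMSO wells and 100% = wells lacking the enzyme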
# PfHsp40 yeast – rescue of PfHsp40-mediated yeast toxicity; AID 504582; growth rescue, % at 12.5 µM; S. cerevisiae expressing PfHsp40, growth rescue, ATP luminescence; 340,000 tested, 0.68% active; in the data active = growth rescue above about 28%, passing the limit was not always enough; inconclusive = no clear call, values can overlap the other calls;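 also: yeast W303a lacking pdr1 and pdr3 grown in galactose medium; growth measured after three days at 30 °C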
# FadD28 binding – M. tuberculosis FadD28 bisubstrate binding inhibition; 360,000 tested, 0.22% active; FadD28 bisubstrate probe binding, fluorescence polarization; inhibition, % at 12.5 µM; AID 588549; in the data active = inhibition above about 8.5%, passing the limit was not always enough; inconclusive = no clear call, values can overlap the other calls
# An asterisk follows results filed as active; i = inactive; ? = inconclusive; nt = not tested or not shown.
# The first 5 records, ahead of the listing:
SMILES,FBA Mtb inh,Vc quorum ag,Y pestis TopoI,UGM FP inh,TcdB GH inh,Mtb BioA inh,GDH-TPI inh,PfHsp40 yeast,FadD28 binding
O=C(O)CCC(=O)Nc1ccc(-c2nc3ccc(C(=O)c4ccccc4)cc3[nH]2)cc1,1,-0.6,-4,3.7,0.0,4.1,38*,0.8,-21
CCSc1nc(O)cc(=O)n1CC,0,i,4,4.6,3.4,0.3,1,0.1,-4.1
CCOc1ccc(N2C(=O)CC(N3CCOCC3)C2=O)cc1 (stereo unspecified),-1,i,7,-0.3,1.0,-0.3,16,0.0,-1.4
CCOc1ccc(CCNC(=O)COC(=O)Cc2ccc(F)cc2)cc1OCC,3,14,18,-2.0,-1.2,-0.9,6,-1.1,-1.7
O=C(N/N=C/C(Br)=C\c1ccccc1)c1n[nH]c2c1CCC2,1,-0.9,-1,2.0,nt,nt,24,0.7,-3.3

# All compounds of this part, from the start:
SMILES,FBA Mtb inh,Vc quorum ag,Y pestis TopoI,UGM FP inh,TcdB GH inh,Mtb BioA inh,GDH-TPI inh,PfHsp40 yeast,FadD28 binding
O=C(O)CCC(=O)Nc1ccc(-c2nc3ccc(C(=O)c4ccccc4)cc3[nH]2)cc1,1,-0.6,-4,3.7,0.0,4.1,38*,0.8,-21
CCSc1nc(O)cc(=O)n1CC,0,i,4,4.6,3.4,0.3,1,0.1,-4.1
CCOc1ccc(N2C(=O)CC(N3CCOCC3)C2=O)cc1 (stereo unspecified),-1,i,7,-0.3,1.0,-0.3,16,0.0,-1.4
CCOc1ccc(CCNC(=O)COC(=O)Cc2ccc(F)cc2)cc1OCC,3,14,18,-2.0,-1.2,-0.9,6,-1.1,-1.7
O=C(N/N=C/C(Br)=C\c1ccccc1)c1n[nH]c2c1CCC2,1,-0.9,-1,2.0,nt,nt,24,0.7,-3.3
Cc1cccc(NC(=O)c2ccccc2NC(=O)CCC(=O)O)c1,0,-0.7,2,1.6,2.5,nt,2,-1.4,-1.8
COC(=O)c1ccccc1S(=O)(=O)N1CCC(NC(=O)C(Cc2cccc(OC)c2OC)NC(C)=O)CC1 (stereo unspecified),1,-0.2,5,nt,0.6,-0.1,-4,-0.9,-1.1
Nc1ncc([N+](=O)[O-])c(N2CCCCCC2)n1,3,-0.3,1,-6.9,1.4,3.6,10,1.8,-2.8
Cc1cccc(C(=O)N2CCCC(Nc3ccc(C(C)C)cc3)C2)n1 (stereo unspecified),-4,-2.1,8,-0.6,0.6,-0.6,7,0.3,0.1
CCOC(=O)N1CCN(C(=O)c2cnn3c(C(F)(F)F)cc(-c4cccs4)nc23)CC1,10,-0.2,-2,0.2,0.4,1.9,7,0.6,1.9
CC(C)(C)c1ccc(OCc2ccc(C(=O)Nc3cccnc3)o2)cc1,0,-0.5,40,-0.3,1.8,3.1,-3,37*,-2.6
CC1CN(C(=O)CCC(=O)NCc2ccccc2)c2ccccc2O1 (stereo unspecified),5,-0.3,3,6.2,1.6,0.8,-1,-0.8,0.0
COc1ccc(CCNC(=O)CSCc2n[nH]c(=O)[nH]2)cc1OC,23,-2.7,2,1.8,nt,nt,-6,-1.3,-3.7
Cc1cc(C)cc(OCc2ccc(C(=O)N3N=C(C(F)F)CC3(O)C(F)F)o2)c1 (stereo unspecified),-4,-3.3,22,-3.4,nt,0.3,-12,-0.2,-6.7
COc1ccc(-c2coc3cc(O)cc(O)c3c2=O)cc1OC,-3,-2.4,0,3.6,1.1,nt,12,-0.2,-2.6
C(=NC12CN3CN(CN(C3)C1)C2)c1ccc2c(c1)OCO2,4,-0.3,4,0.6,nt,-1.1,7,1.0,1.0
O=C(Oc1ccc(C(=S)N2CCCCC2)cc1)c1ccccc1,4,-0.3,4,1.2,0.9,nt,4,-2.3,-2.2
O=C(NC1CCCC1)C1=COCCO1,5,-2.0,5,0.3,nt,-0.8,-1,-1.2,0.0
Cn1c(CN2CCCC2)nc2cc(NS(=O)(=O)c3ccc(Cl)cc3)ccc21,0,i,-6,-1.1,nt,-4.7,9,-0.1,-0.8
Cn1c(=O)[nH]c(=O)c2c1nc(N1CCCCC1)n2CCCSc1nc2ccccc2s1,-1,nt,7,-0.2,nt,1.1,2,-1.0,-0.5
COc1cc(C(=O)NNC(=O)c2ccc(S(=O)(=O)N3CCCCC3)cc2)cc(OC)c1OC,-3,-0.3,1,-0.1,0.1,-1.1,3,1.4,-3.9
CC(C)(C)OC(=O)N1CCc2onc(-c3ccc(Br)cc3)c2C1=O,0,-0.3,11,nt,0.9,nt,10,nt,-0.4
Cc1sc(NC(=O)C2=COCCO2)nc1-c1ccc(Cl)cc1,-3,-0.9,11,2.8,-1.5,-0.4,9,-1.7,0.5
COc1ccc(Cl)cc1NC(=O)CC(C)c1ccccc1 (stereo unspecified),2,4.5,17,-0.6,nt,nt,-8,11,-1.3
CCOc1ccc(OCC)c(NC(=O)Cn2c(C)nc3ccccc3c2=O)c1,3,-0.3,-4,-1.4,0.1,nt,3,-0.3,1.6
Cc1ccc(C(=O)COC(=O)CNC(=O)c2ccccc2)s1,4,i,-2,1.6,0.3,-0.1,-2,-0.4,-1.1
O=C(O)c1ccc(/C=C2\SC(=S)N(Nc3ccccc3)C2=O)cc1,-1,-0.4,-4,4.3,-1.2,-1.6,34*,-1.9,2.2
CCOC(=O)c1cc2c(=O)n3ccccc3nc2n(C)c1=NC(=O)c1c(-c2c(F)cccc2Cl)noc1C,33*,2.4,0,0.2,2.0,1.2,-5,0.1,-1.8
COc1ccc(-n2c(SCc3cccnc3)nc3c(c2=O)SCC3)cc1OC,1,-0.4,0,nt,-1.0,17,18,0.3,0.7
CCc1ccc(-c2ccc3nnc(SCC(=O)NCC4CCCO4)n3n2)cc1 (stereo unspecified),20,-0.2,12,2.9,1.1,-2.0,2,0.4,-0.2
O=C(/C=C/c1ccccc1[N+](=O)[O-])Nc1ccccc1,1,-0.2,2,2.9,-0.3,nt,8,-0.7,-4.6
Cc1cccc(NC(=O)CSc2nnc(NC(=O)CN3CCOCC3)s2)c1,0,0.7,0,1.3,nt,-0.5,10,-1.3,-0.9
COc1ccc(Cl)cc1S(=O)(=O)N1CCN=C1c1ccccc1,5,i,-5,5.3,-0.3,-0.9,3,0.0,-1.1
NS(=O)(=O)c1cccc(NC(=O)CN2CCN(Cc3ccc4c(c3)OCO4)CC2)c1,-2,-0.3,7,-2.4,nt,-0.8,1,-0.6,1.0
O=C(CSc1nnc(-c2ccc(O)cc2)n1Cc1ccco1)N1CCc2ccccc2C1,1,-1.7,30,-3.7,nt,3.1,4,-0.2,-1.4
C#CC1(O)CCC2C3CCC4=C(CCC(=O)C4)C3CCC21C (stereo unspecified),-3,-5.9,3,nt,1.5,0.5,-3,0.1,-2.3
CN(C)C(=O)c1ccc(Nc2nc(-c3cccs3)nc3ccccc23)cc1,4,-0.4,-4,-0.7,1.1,0.9,16,-0.3,-2.7
COc1ccc(CC2(CO)CCN(Cc3ccc(NC(C)=O)cc3)CC2)cc1,-3,1.6,6,-2.0,1.0,nt,1,-1.3,1.6
Cc1cccc([C@@H]2[C@@H]3C(=O)N(Cc4ccccc4)C(=O)[C@@H]3[C@]3(Cc4ccccc4)C(=O)N(c4cccc(Cl)c4)C(=O)N23)c1,1,-5.2,2,-4.3,-0.3,3.0,13,0.9,-3.7
CC1=NN(C(N)=S)C(=O)C1N=Nc1ccc(O)cc1 (stereo unspecified),-6,i,26,nt,0.7,-0.3,12,-0.1,0.1
O=c1[nH]c(=S)n2c(c1-c1ccccc1)OC(CBr)C2 (stereo unspecified),-1,-0.3,3,nt,2.6,0.5,1,nt,-2.3
CCCCn1c(N)c(N(CC)C(=O)CSCc2ccc(C)cc2)c(=O)[nH]c1=O,0,1.1,11,-1.9,1.2,1.4,5,0.8,-2.9
CC(C)CC(COCc1ccc([N+](=O)[O-])cc1)N1CCN(C(=O)c2ccc(C(F)(F)F)cc2)CCC1=O (stereo unspecified),-1,-1.4,22,0.5,1.1,3.4,1,6.7,-4.4
C1=NCCc2c1[nH]c1ccccc21,1,-0.5,-4,1.3,0.6,0.7,15,0.0,-3.6
N#Cc1c(F)cccc1NCCCn1ccnc1,7,i,-5,-0.6,0.8,-1.0,27,-2.2,-1.9
Cc1ccc(-c2csc(NC(=S)NC(=O)c3cc4ccccc4o3)n2)cc1,-3,i,-4,-1.9,nt,-0.4,-5,0.4,-2.1
N#Cc1ccc(OCC(=O)N2CCN(S(=O)(=O)c3cccs3)CC2)cc1,-7,i,3,5.3,nt,0.7,6,0.2,-1.8
COc1cc(/C=C/C(=O)OCC(=O)NC(=O)NC(C)C)cc(S(=O)(=O)N2CCc3ccccc32)c1OC,4,-2.4,2,-0.3,0.0,-1.1,11,1.9,-2.0
CC1CC(C)CN(c2ncnc3c2cnn3-c2ccc(Cl)cc2)C1 (stereo unspecified),-1,-0.2,1,-0.1,1.8,-0.2,1,0.1,-2.3
COc1ccc(S(=O)(=O)N2CCOCC2)cc1NC(=O)Cn1nnc2ccccc2c1=O,2,-0.2,-7,-1.5,0.4,nt,1,-0.1,-2.6
O=C(NCCc1ccccc1)C(=O)N/N=C/c1ccc2c(c1)OCO2,-4,i,3,-1.9,nt,-3.0,9,-1.4,-2.5
O=c1[nH]c2cc3c(cc2cc1CN(Cc1ccccc1)Cc1nnnn1Cc1ccco1)OCCO3,20,4.2,7,nt,nt,-2.1,17,-0.5,-4.1
CC12CN3CC(C)(CN(C1)C3c1ccc([N+](=O)[O-])o1)C2=O (stereo unspecified),-4,-0.2,7,1.4,1.5,nt,-5,-0.5,-3.1
Cc1nc2cc(F)ccc2n1C1CCN(C(=O)c2c(F)cccc2F)CC1,11,-0.3,-3,2.0,-1.0,nt,1,?,-2.2
NC(=O)CC(NC(=O)c1cccc(Br)c1)c1ccc(N2CCC(Br)CC2)c([N+](=O)[O-])c1 (stereo unspecified),1,i,-13,-1.1,-1.3,3.0,1,-0.1,-2.2
CC1(C)CC(NC(=O)c2sc3cc(Cl)ccc3c2Cl)CC(C)(C)N1,-1,-0.5,-23,2.1,0.3,nt,0,-1.0,-4.9
CCOC(=O)c1sc(=NC(=O)c2ccc(C)cc2)n(C)c1C,2,-0.3,2,-0.5,1.4,nt,9,0.7,-5.0
CC1=CC(=O)C2=C(C)CC(O)C3C(C)C(=O)OC3C12 (stereo unspecified),0,i,3,4.3,nt,-0.3,2,0.1,-2.3
Cc1ccc2nc(C)c(C(=O)O)cc2c1,2,-0.4,-10,-0.8,-0.2,-0.6,2,-1.1,1.0
CC(=O)Nc1ccccc1N(CC(O)Cn1c2ccccc2c2ccccc21)S(=O)(=O)c1ccc(C)cc1 (stereo unspecified),-6,i,29,-1.1,1.4,nt,2,-0.9,-6.0
# (list continues)
SMILES,FBA Mtb inh,Vc quorum ag,Y pestis TopoI,UGM FP inh,TcdB GH inh,Mtb BioA inh,GDH-TPI inh,PfHsp40 yeast,FadD28 binding
CS(=O)(=O)N1CCCC(C(=O)N2CCOCC2)C1 (stereo unspecified),0,0.9,-9,1.3,1.1,-0.8,5,0.6,-2.7
CSc1nc(O)c(C2OC(=O)c3ccccc32)c(=O)[nH]1 (stereo unspecified),0,i,10,-1.3,0.1,1.1,10,-0.2,0.1
CC(=O)Nc1ccc(-c2cc(-c3ccccc3)nc(-c3ccccc3)n2)cc1,6,0.0,-4,1.5,nt,nt,-7,-1.3,-3.3
COc1ccc(-c2csc(NC(=S)NC(=O)c3ccccc3)n2)cc1Br,0,i,9,-4.5,0.1,0.3,3,nt,-3.8
O=C(C1CCC1)N1CCN(S(=O)(=O)c2cccc(F)c2)CC1,1,0.6,-3,-0.4,4.8,-0.3,-1,-0.1,-2.9
Cc1oc(-c2ccccc2F)nc1CS(=O)CC(=O)NCc1ccc(F)cc1 (stereo unspecified),0,-0.2,10,0.2,0.5,-3.4,2,0.3,-0.5
COc1ccccc1N1CCN(S(=O)(=O)c2ccc3c(c2)NC(=O)C(C)C(=O)N3)CC1 (stereo unspecified),4,-0.5,-3,-0.1,3.4,-0.1,6,0.9,-0.2
